# High-throughput results: PubChem, The Scripps Research Institute Molecular Screening Center
# GPR151 activ – activates the human receptor GPR151 | Q8TDV0 | PathHunter beta-arrestin GPR151 cells, luminescence | activation, % at 11.2 µM | 650,000 tested, 1% active; in the data active = activation above about 4.9%;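 note: 0% = median of compound wells and 100% = cells with positive control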
# MITF primary – human MITF inhibition, primary screen. AlphaScreen MITF homodimerization, bead proximity signal. inhibition, % at 2.6 µM. 650,000 tested, 0.91% active. AID 1259374; in the data active = inhibition above about 50%;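 note: 0% = vehicle wells with protein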
# FBW7 activator – activators of human E3 ligase FBW7; Q969H0; AlphaScreen FBW7–phospho-cyclin E peptide binding, activator screen; normalized activity (activation), % at 26.1 µM; 650,000 tested, 0.13% active; AID 1259310; in the data active = normalized activity above about 1.9%;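 note: purified mutant Fbw7 with reduced substrate affinity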
# Target sequence (Q969H0 whole entry, looked up): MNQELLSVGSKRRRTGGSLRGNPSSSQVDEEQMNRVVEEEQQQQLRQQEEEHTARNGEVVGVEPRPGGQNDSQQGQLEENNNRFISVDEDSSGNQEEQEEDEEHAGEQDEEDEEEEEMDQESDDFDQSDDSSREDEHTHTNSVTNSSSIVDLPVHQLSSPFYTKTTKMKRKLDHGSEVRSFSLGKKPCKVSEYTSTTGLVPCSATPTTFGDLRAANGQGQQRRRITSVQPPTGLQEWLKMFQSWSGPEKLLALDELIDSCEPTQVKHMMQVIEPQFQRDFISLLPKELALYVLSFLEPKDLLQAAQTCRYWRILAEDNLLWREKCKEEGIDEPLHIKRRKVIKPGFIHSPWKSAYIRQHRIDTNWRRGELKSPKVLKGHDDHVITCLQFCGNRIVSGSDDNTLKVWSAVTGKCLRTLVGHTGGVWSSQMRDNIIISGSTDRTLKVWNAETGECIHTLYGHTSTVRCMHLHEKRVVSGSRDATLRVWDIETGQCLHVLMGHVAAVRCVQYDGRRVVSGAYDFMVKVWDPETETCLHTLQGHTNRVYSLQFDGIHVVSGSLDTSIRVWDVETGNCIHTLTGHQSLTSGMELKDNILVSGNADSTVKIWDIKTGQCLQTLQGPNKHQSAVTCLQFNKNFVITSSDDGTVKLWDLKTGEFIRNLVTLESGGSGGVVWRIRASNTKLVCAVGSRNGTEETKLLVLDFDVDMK
# TEAD-YAP inh – TEAD-YAP interaction inhibition; 640,000 tested, 1.4% active; HEK-TIYL cells, TEAD-Gal4/YAP UAS-luciferase luminescence; inhibition, % at 9.12 µM; in the data active = inhibition above about 32%;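 note: 0% = median of test compound wells and 100% = reference inhibitor wells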
# * = called active by the depositor; & = joins results of further samples. Outcome played no part in choosing rows; 3.5% or so of the library scored in one or more.
# Sequence of screens – GPR151 activ | MITF primary | FBW7 activator | TEAD-YAP inh
[1] CCOc1cc2c(c([N+](=O)[O-])c1)NC(c1ccc(Br)cc1)C1CC=CC21 (stereo not given)
    0.8 | -1 | -0.4 | -2
[2] CCc1ccc(N2CC(c3nc4ccccc4n3CC(=O)OC)CC2=O)cc1 (stereo not given)
    2.7 | 8 | 0.2 | 1
[3] CC1CN(CCOCCOc2ccc(Cl)c(Cl)c2)CC(C)O1 (stereo not given)
    2.9 | 33 | 0.0 | 0
[4] OC1(c2cccs2)CN(c2ccccc2)C2=[N+]1CCCS2 (stereo not given)
    -0.4 | -12 | 0.1 | 1
[5] CN1C(=O)C(CC(=O)Nc2ccc(F)cc2)N(Cc2ccc3c(c2)OCO3)C1=S (stereo not given)
    0.6&-0.8 | -1&5 | -0.1&0.2 | -1&3
[6] Cc1ccc(NC(=O)C(=O)NNC(=O)c2cccs2)cc1
    -6.6 | 14 | 0.1 | -19
[7] CCOc1cc(C2C(C#N)=C(N)Oc3n[nH]c(C)c32)ccc1OCC(N)=O (stereo not given)
    -0.4 | -11 | 0.0 | 3
[8] Cc1ccc2cccc(NC(=O)c3ccc([N+](=O)[O-])o3)c2n1
    -0.2 | -7 | -0.1 | 16
[9] COc1ccccc1N1CCN(C(=O)c2cnc(N3CCN(c4ccccn4)CC3)c3ccccc23)CC1
    -0.5 | 20 | 0.4 | 11
[10] CCOCCCNC(=O)C(NC(=O)C1CCC(C)CC1)C(C)CC (stereo not given)
    1.4 | 16 | 0.1 | 13
[11] COc1cc2nc(NCc3ccc4c(c3)OCO4)nc(NCCO)c2cc1OC
    -2.0 | 2 | 0.5 | 9
[12] O=C(NC(c1ccc(F)cc1)c1ccccn1)C1CCN(C(=O)C2CC2)CC1 (stereo not given)
    0.2 | 17 | 0.0 | 3
[13] Cc1ccc(OC(=O)CCC(=O)Nc2ccc(S(N)(=O)=O)cc2)cc1
    0.5 | 8 | 0.0 | 0
[14] C=CCn1c(CCCNC(=O)c2ccccc2OC)nc2ccccc21
    -0.3 | 2 | 0.1 | -32
[15] CC1Oc2cc(Cl)ccc2N(Cc2ccccc2F)C1=O (stereo not given)
    0.7 | 6 | -0.1 | -3

# Shown bar-delimited: part of the list above.
entry | SMILES | GPR151 activ | MITF primary | FBW7 activator | TEAD-YAP inh
3 | CC1CN(CCOCCOc2ccc(Cl)c(Cl)c2)CC(C)O1 (stereo not given) | 2.9 | 33 | 0.0 | 0
10 | CCOCCCNC(=O)C(NC(=O)C1CCC(C)CC1)C(C)CC (stereo not given) | 1.4 | 16 | 0.1 | 13
12 | O=C(NC(c1ccc(F)cc1)c1ccccn1)C1CCN(C(=O)C2CC2)CC1 (stereo not given) | 0.2 | 17 | 0.0 | 3

# Complete entries, looked up by structure. Order of values: GPR151 activ	MITF primary	FBW7 activator	TEAD-YAP inh
# Profile of CN1C(=O)C(CC(=O)Nc2ccc(F)cc2)N(Cc2ccc3c(c2)OCO3)C1=S (stereo not given) : 0.6&-0.8	-1&5	-0.1&0.2	-1&3
# Profile of Cc1ccc(OC(=O)CCC(=O)Nc2ccc(S(N)(=O)=O)cc2)cc1 : 0.5	8	0.0	0
# Profile of CCOc1cc(C2C(C#N)=C(N)Oc3n[nH]c(C)c32)ccc1OCC(N)=O (stereo not given) : -0.4	-11	0.0	3
# Profile of CCOc1cc2c(c([N+](=O)[O-])c1)NC(c1ccc(Br)cc1)C1CC=CC21 (stereo not given) : 0.8	-1	-0.4	-2
# Profile of COc1ccccc1N1CCN(C(=O)c2cnc(N3CCN(c4ccccn4)CC3)c3ccccc23)CC1 : -0.5	20	0.4	11

# (list continues)
# Sequence of screens – GPR151 activ | MITF primary | FBW7 activator | TEAD-YAP inh
[16] O=C(COC(=O)c1cc2ccccc2oc1=O)NC1CC1
    1.9 | 0 | 0.2 | -3
[17] CCCn1c(SCC(=O)C23CC4CC(CC(C4)C2)C3)n[nH]c1=O
    -0.1 | 0 | 0.0 | 1
[18] CCC(CO)NCC(O)COc1cccc(OC)c1 (stereo not given)
    1.2 | 4 | 0.1 | -3
[19] O=C(CCC1(Cc2cccc3ccccc23)CCC(=O)N1)NCc1cc(F)ccc1F (stereo not given)
    -0.5 | -9 | -0.1 | 14
[20] NC1(C(Cl)(Cl)Cl)Oc2ccccc2O1
    0.0 | 84* | -0.6 | -7
[21] COc1ccc2sc(/C=C(/C)SC)[n+](CCCS(=O)(=O)O)c2c1
    1.1 | 1 | 0.7 | -4
[22] C#CCN1C(=O)S/C(=C/c2ccc(OCC(=O)O)c(I)c2)C1=O
    -0.3 | 9 | 0.3 | 11
[23] OCCNc1nc(Nc2ccc(-n3ccnc3)cc2)nc2c1ncn2-c1ccsc1
    0.9 | 4 | -0.1 | 47*
[24] O=C(NCc1ccc(F)cc1)C1(NS(=O)(=O)c2cccc3cccnc23)CCCCC1
    0.2 | 7 | 0.0 | 2
[25] O=C(CCCn1c2ccccc2c(=O)c2ccccc21)Nc1cccc(Cl)c1
    3.4 | 14 | 0.1 | 6
[26] O=C(Nc1ccccc1I)c1ccc([N+](=O)[O-])cc1
    -1.6 | -4 | -0.1 | -15
[27] COc1ccc(NS(=O)(=O)c2ccc(NC(=O)COc3cc(C)cc(C)c3)cc2)cc1
    1.2 | -7 | -0.2 | -2
[28] Cc1cccc(NC(=O)C(c2ccc(Cl)cc2)N2CCOCC2)c1 (stereo not given)
    1.4 | -4 | 0.0 | -1
[29] COc1ccc(O)c(C(=O)c2cnn(-c3ccccc3C(=O)O)c2)c1
    -1.6 | -14 | 0.5 | -16
[30] COC(=O)C1=NNC2C(=O)N(c3cccc4ccccc34)C(=O)C12 (stereo not given)
    -0.3 | -8 | 0.2 | -2

# Some values from the results shown.
# no. 20 @ FBW7 activator = -0.6
# no. 24 @ MITF primary = 7

# The listing continues.
# Sequence of screens – GPR151 activ | MITF primary | FBW7 activator | TEAD-YAP inh
[31] COc1cc(C(=O)Nc2nn3c(-c4ccco4)nnc3s2)cc(OC)c1OC
    0.2 | 2 | 0.0 | -4
[32] COCCN1C(=S)NC2CC1(C)Oc1ccccc12 (stereo not given)
    6.1* | -10 | 0.0 | -7
[33] Cc1cc(C)c2c(NC/C=C/c3ccccc3)n[nH]c2n1
    2.3 | -1 | 0.2 | -31
[34] Cc1ccccc1N1C(=O)NC(=O)/C(=C\c2ccc(N(C)C)c([N+](=O)[O-])c2)C1=O
    -0.2 | 1 | -0.3 | 1
[35] CCOc1ccc(N/C(C)=C/C(=O)c2ccc(OC)cc2)cc1
    4.0 | 16 | 0.1 | -17
[36] Fc1ccc(-n2cc(-c3ccccc3)c3c(N4CCC5(CC4)OCCO5)ncnc32)cc1
    -1.3 | -19 | 0.1 | 4
[37] CC(C)CCN(C)C1CCN(S(=O)(=O)c2ccc(Cl)cc2)CC1
    0.9 | 5 | -0.1 | 0
[38] Cc1ccc(NC(=O)N[C@H]2C[C@H]3C(=O)N[C@@H](C)C(=O)N3C2)cc1Cl
    1.8 | 0 | -0.2 | 2
[39] CCN1C=C(C(=O)OC)C(c2cc(OC)c(OC)c(OC)c2)C(C(=O)OC)=C1
    0.0 | 12 | 0.0 | -3
[40] Cc1csc2ncc(C(=O)N3CCCCC3)c(=O)n12
    0.1 | 6 | -0.1 | 4
[41] CC(C)Cc1cc(CN2CCC(CO)(CCOc3ccccc3)CC2)[nH]n1
    1.5 | -5 | 0.0 | -2
[42] COc1cccc(C2(O)CCN(C(=O)C3CC3)CC2)c1
    -0.5 | 20 | 0.4 | 2
[43] COCCn1nnnc1C(c1ccccc1F)N1CCN(c2cc(Cl)ccc2C)CC1 (stereo not given)
    -1.2 | 30 | 0.1 | -9
[44] Cc1cc(C)nc(NNC2=CC(=[N+]3CCCCC3)CC(C)(C)C2)n1
    -1.0 | -2 | 0.0 | 14
[45] CCC(C)(C)n1nnnc1C(c1cccs1)N1CCCCC1 (stereo not given)
    -2.1 | 23 | 0.9 | -8

# Values by screen from the entries so far:
# GPR151 activ, entries 34–37, in order: -0.2, 4.0, -1.3, 0.9
# FBW7 activator, entries 34–37, in order: -0.3, 0.1, 0.1, -0.1

# The results go on.
# Assay codes – A = GPR151 activ; B = MITF primary; C = FBW7 activator; D = TEAD-YAP inh
46) Cc1ccc(-c2ccc(SCC(=O)N3CCCC3)nn2)cc1
  A = 6.0* | B = -9 | C = 0.1 | D = -19

47) COc1ccc(N=Cc2[nH]c3ccccc3c2O)cc1
  A = -2.2 | B = 0 | C = -0.1 | D = -17

48) COc1ccc(-c2cn3c4c(=O)n(C)c(=O)n(C)c4nc3n2-c2ccc(C)cc2)cc1
  A = 0.9 | B = -1 | C = 0.0 | D = 2

49) CCCn1c(COc2ccc(OC)cc2)nc2ccccc21
  A = 1.3 | B = -2 | C = -0.1 | D = -16

50) Cc1cc(C)n(-c2nnc(C)n2/N=C/c2ccc(Br)cc2)n1
  A = 1.0 | B = 0 | C = 0.3 | D = -2

51) N/C(=N\N=C\c1cccs1)SC1CC(=O)N(c2ccc(Br)cc2)C1=O (stereo not given)
  A = -0.6 | B = 24 | C = 0.7 | D = 5

52) CC(C)C(=O)NCCc1nnc2n1CCN(C(=O)CCOc1ccccc1)CC2
  A = 1.4 | B = 3 | C = 0.1 | D = 8

53) COC(=O)c1ccc(C(c2c(C)[nH]n(-c3ccccc3)c2=O)c2c(C)[nH]n(-c3ccccc3)c2=O)cc1
  A = 0.7 | B = -3 | C = -1.2 | D = -7

54) Oc1ccc(Cl)cc1C=Nc1cccc2nsnc12
  A = 2.7 | B = 6 | C = 0.0 | D = 7

55) COc1ccccc1NC(=O)c1cc(S(=O)(=O)NC2CCCCC2C)ccc1F (stereo not given)
  A = -1.6 | B = -13 | C = 0.2 | D = -4

56) CN(C)c1ccc(NC(=O)Cn2ncn3c(cc4ccccc43)c2=O)cc1
  A = -0.2 | B = -1 | C = -0.3 | D = 8

57) CCC(=O)Nc1ccc([N+](=O)[O-])cc1OC(=O)CC
  A = 1.0 | B = 7 | C = -0.1 | D = -1

58) COc1ccccc1NC(=O)COc1ccc(C=O)cc1
  A = 1.4 | B = 12 | C = 0.1 | D = 9

59) O=C(Nc1nc(-c2ccc(Cl)cc2Cl)cs1)c1cc(Cl)ccc1[N+](=O)[O-]
  A = 0.4 | B = -1 | C = -0.1 | D = 5

60) COc1ccc(-n2nc3c(c2NC(=O)c2cc(Cl)ccc2[N+](=O)[O-])CSC3)cc1
  A = 1.2 | B = 26 | C = 0.3 | D = -3

61) O=C(NNC(=O)c1ccncc1)NC(c1ccccc1)c1ccccc1
  A = 0.1 | B = 16 | C = 0.7 | D = -1

62) COc1ccc(-n2nc3nc[nH]c(=O)c3n2)cc1
  A = -5.2 | B = 6 | C = -0.1 | D = 46*

63) CCn1c(C(=O)O)c(CC(=O)Nc2ccc(C)cc2Br)c2ccccc21
  A = -0.7 | B = 0 | C = -0.1 | D = 10

64) Cc1nnc(NC(=O)c2ccc(C(C)(C)C)cc2)s1
  A = 1.0 | B = -10 | C = 0.1 | D = -46

65) CC(=O)c1ccc(NC(=O)c2ccc(CSc3ccccc3)o2)cc1
  A = -2.0 | B = 6 | C = 0.3 | D = -19

66) CC(C)C(=O)N1c2ccccc2NC2=C(C(=O)CCC2)C1c1ccc(Cl)cc1 (stereo not given)
  A = -1.4 | B = 2 | C = 0.1 | D = 9

67) CCc1nn(CC(=O)NC)c(=O)c2cc3occc3n12
  A = 0.3 | B = -6 | C = -0.1 | D = -7

68) CCCCNC(=O)CSc1nc2sc(C(=O)OCC)c(C)c2c(=O)n1Cc1ccc(F)cc1
  A = 0.4 | B = -8 | C = 0.1 | D = 4

69) COc1ccc(C(=O)OCC(=O)c2c[nH]c3ccccc23)c(OC)c1
  A = -0.9 | B = 12 | C = -0.1 | D = -9

70) Cc1ccn(-c2ccnc(Nc3ccc(-n4cncn4)cc3)n2)n1
  A = -4.0 | B = -13 | C = 0.1 | D = -44

71) COc1ccc(C)cc1NC(=O)Nc1nnc(N(C)Cc2ccccc2)s1
  A = 3.0 | B = 5 | C = -0.1 | D = 4

72) CC(C)[C@@H](CO)Nc1ccc2ncc(-c3ccc(N(C)C)cc3)n2n1
  A = -0.9 | B = -8 | C = -0.5 | D = -4

73) CCCCSc1nnc2c(n1)OC(c1cccnc1)Nc1ccc(Br)cc1-2 (stereo not given)
  A = 1.0 | B = -4 | C = -0.3 | D = -7

74) O=C(NC(=S)Nc1ccccc1-c1nc2ccccc2s1)c1ccc(S(=O)(=O)N2CCCC2)cc1
  A = 0.5 | B = 4 | C = 0.0 | D = -7

75) CCNc1nc(N)c(C(=C(C#N)C#N)c2ccc(Br)cc2)s1
  A = 0.2 | B = 6 | C = 0.1 | D = 15

76) COc1cc(C(=O)N2CCN(C(=O)c3ccncc3)CC2)cc(OC)c1OC
  A = 0.4 | B = 0 | C = -0.1 | D = 1

77) COc1ccc(NC(=O)c2c(NC(=O)c3cccc(C)c3)sc3c2CCCCC3)cc1
  A = -0.7 | B = -2 | C = 0.6 | D = -1

78) COc1ccc(N2CCN(C(CNC(=O)Nc3cccs3)c3ccco3)CC2)cc1 (stereo not given)
  A = -0.7 | B = 19 | C = -0.7 | D = 7

79) O=C(Nc1cccnc1)c1ccc(-c2ccc(Cl)cc2Cl)o1
  A = 1.7 | B = -4 | C = -0.1 | D = -17

80) CC1=NN(c2ccc(Cl)c(Cl)c2)C(=O)/C1=C/c1ccccc1
  A = -0.2 | B = -16 | C = -0.7 | D = 0
